# Source: PubChem
# CHT block: inhibitors of human choline transporter CHT | High affinity choline transporter 1 (Homo sapiens), Q9GZV3 | CHT-expressing cells, membrane potential dye, choline response; active compounds read low | B-score at 10 µM | 0.86% of 310,000 active;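 active = B-score over 3 SD under the library average, and starting fluorescence ratio not unusually high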;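 note: choline stimulus applied at its EC90 after an EC20 pre-addition; B-score computed on integrated fluorescence ratio after choline addition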
# Target sequence (Q9GZV3 whole entry, looked up): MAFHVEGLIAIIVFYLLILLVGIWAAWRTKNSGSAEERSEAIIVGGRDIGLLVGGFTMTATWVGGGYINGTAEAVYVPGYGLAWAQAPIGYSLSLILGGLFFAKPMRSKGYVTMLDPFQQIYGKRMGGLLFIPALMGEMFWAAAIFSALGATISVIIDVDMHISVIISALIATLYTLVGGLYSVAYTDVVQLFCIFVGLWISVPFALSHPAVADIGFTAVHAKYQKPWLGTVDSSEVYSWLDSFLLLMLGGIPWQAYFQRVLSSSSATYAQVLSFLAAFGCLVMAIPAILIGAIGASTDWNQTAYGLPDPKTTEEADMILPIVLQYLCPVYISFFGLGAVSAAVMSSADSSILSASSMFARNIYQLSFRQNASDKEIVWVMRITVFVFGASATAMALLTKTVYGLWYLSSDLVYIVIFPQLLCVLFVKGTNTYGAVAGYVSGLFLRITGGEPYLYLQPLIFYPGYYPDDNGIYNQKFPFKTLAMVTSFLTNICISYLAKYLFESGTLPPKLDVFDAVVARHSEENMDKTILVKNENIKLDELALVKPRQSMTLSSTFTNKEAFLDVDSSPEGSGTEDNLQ
# CHT PAM: CHT positive allosteric modulators, primary screen, cell-based, membrane potential dye, choline EC20 | High affinity choline transporter 1 (Homo sapiens), Q9GZV3 | CHT-expressing cells; active compounds read high; LV-AA mutant CHT in HEK293 cells | B-score at 10 µM | 0.49% of 310,000 active;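 active = initial fluorescence not abnormally high and integrated response B-score, plate-corrected, over 3 SD above library mean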
# * marks the source's active call; other numbers are inactive results; i = inactive.
SMILES,CHT block,CHT PAM
CCCn1c(SCC(=O)Nc2cccc(Cl)c2Cl)n[nH]c1=O,i,i
CC(=O)N1CCC2(CC1)C(C#N)=C(N)Oc1n[nH]c(C(F)(F)F)c12,i,i
CN(C)S(=O)(=O)N(CC(=O)Nc1ccccc1F)c1ccccc1,i,i
CCOC(=O)c1ccc(NC(=O)Cn2cnc3cc(C)c(C)cc32)cc1,i,i
CN(C)CCCN(C(=O)c1ccc(S(=O)(=O)N(C)C2CCCCC2)cc1)c1nc2ccc(F)cc2s1,i,i
O=C(N/N=C/C(Cl)=C/c1ccccc1)c1ccccc1F,i,i
Cc1onc(-c2ccccc2)c1C(=O)NC(=S)Nc1sc2c(c1C#N)CCC(C)C2 (stereo unspecified),i,i
CCOC(=O)N1CCC(N(CCN(C)C)C(=S)Nc2ccccc2C)CC1,i,i
COc1ccc(C2CC(c3ccccc3)=NN2C(=O)COC(=O)C2CC2)cc1 (stereo unspecified),i,i
CCOc1ccc(OCC)c(S(=O)(=O)n2cnc(C)c2)c1,i,i
CCS(=O)(=O)c1nc(S(=O)(=O)c2ccc(Cl)cc2)c(N2CCc3ccccc3C2)s1,i,i
COc1ccc(/C=N/NC(=O)c2nc(-c3ccccc3)cc(-c3ccccc3)n2)cc1O,i,i
CCOC(=O)N1CCC(NC(=O)C2CCCN(Cc3nc(-c4cccc(C)c4)oc3C)C2)CC1 (stereo unspecified),i,i
COc1ccc(NS(=O)(=O)c2ccc(Br)s2)cc1OC,i,i
Cc1ccc(NC(=S)Nc2cccc3ccccc23)cc1F,i,i
COc1ccccc1NC(=O)Cn1nnc(-c2ccccc2NS(=O)(=O)c2ccccc2)n1,i,i
O=C(c1cccc(C(F)(F)F)c1)N1CCOc2ccccc21,i,i
CCCCNC(=O)C1CCN(C(=O)Nc2ccc(C)cc2)CC1,i,i
Cc1cccc(CN2CCNC2=O)c1,i,i
CCOc1ccccc1NC(=O)C1CCCN(S(=O)(=O)c2c(C)[nH]c(=O)[nH]c2=O)C1 (stereo unspecified),i,i

# The last two entries of the section above open the next one.
SMILES,CHT block,CHT PAM
Cc1cccc(CN2CCNC2=O)c1,i,i
CCOc1ccccc1NC(=O)C1CCCN(S(=O)(=O)c2c(C)[nH]c(=O)[nH]c2=O)C1 (stereo unspecified),i,i
O=C(O)C1CC(=O)N(c2ccc(OCc3ccccc3)cc2)C1 (stereo unspecified),i,i
CCOC(=O)C(=O)c1csc(NC(=O)CCSc2ccc(C)cc2)n1,i,i
NC(=O)NC(=O)COC(=O)CCCc1c[nH]c2ccccc12,i,i
CCS(=O)(=O)Nc1ccc(-c2ccc(NS(=O)(=O)CC)c(OC)c2)cc1OC,i,i
C=CCN1C(=O)C(CC(=O)Nc2ccccc2)SC1=Nc1c(C)n(C)n(-c2ccccc2)c1=O (stereo unspecified),i,i
CC(C)(C)OC(=O)NNC(=O)c1ccc(Cl)cc1,i,i
COc1ccc(CN(C)Cc2nc3scc(-c4ccccc4)c3c(=O)[nH]2)cc1OC,i,i
O=C(Nc1cc(Cl)ccc1N1CCOCC1)c1cccnc1Cl,i,i
O=C(/C=C/c1ccc2c(c1)OCO2)NCc1cn2cc(Cl)ccc2n1,i,i
CC1CCN(CC(O)COc2ccc(OCC(O)CN3CCC(C)CC3)cc2)CC1 (stereo unspecified),-10*,i
COc1ccc([C@@H]2[C@@H]3C(=O)N(C(C)(C)C)C(=O)[C@@H]3[C@]3(CC(C)C)C(=O)N(c4ccccc4)C(=O)N23)cc1,i,i
COc1ccc(-n2c(SCC(N)=O)nc3sc4c(c3c2=O)CCC4)cc1,i,i
O=C1CSC2=NCN(c3ccccc3)CN12,i,i
COC(=O)c1ccc(OCC2c3cc(OC)c(OC)cc3CCN2C(=O)C2CC2)cc1 (stereo unspecified),i,i
COc1cc(CN2CCCC(C(=O)Nc3cccc(-n4cccn4)c3)C2)ccc1F (stereo unspecified),i,i
CC(=O)N(CCCN(C)C)c1nc2ccc(C)cc2s1,i,i
CN(C1CCCCC1)S(=O)(=O)c1ccc(NC(=O)c2ccc(Br)o2)cc1,i,i
CCN(CC)CCCNc1oc(-c2ccccc2[N+](=O)[O-])nc1C#N,i,i
O=C(CC1S/C(=N/N=C/c2c[nH]c3ccc(OCc4ccccc4)cc23)NC1=O)Nc1ccccc1 (stereo unspecified),i,i
Cc1ccc(C2CC(c3cccs3)n3nc(N)nc3N2)cc1 (stereo unspecified),i,i
NS(=O)(=O)c1ccc(CCNC(=O)CCCCCn2c(=S)[nH]c3ccc(Br)cc3c2=O)cc1,i,i
CC(C)(O)C#Cc1ccc(C(=O)N2CCN(c3ccccc3)CC2)cc1,i,i
O=C(O)CCC(=O)N1CCN(c2ncccc2C(F)(F)F)CC1,i,i
O=C(CSc1nc2ccccc2s1)NCCOc1ccc(Cl)cc1,i,i
CC(C)Cc1ccc(CN2CCCC(NC(=O)CCCN3CCCC3=O)C2)cc1 (stereo unspecified),i,i
COc1ccc(-c2nnn(Cc3nn[nH]n3)n2)cc1OC,i,i
Cc1ccc(C(=O)Nc2cccc(C(=O)N/N=C/c3ccccc3F)c2)cc1,i,i
COc1ccc(NC(=O)c2cc([N+](=O)[O-])ccc2N2CCCC2)cc1,i,i
CCc1ccc(C2c3[nH]c4ccccc4c3CCN2C(=O)CNC(N)=O)cc1 (stereo unspecified),i,i
Cc1ccc(N2C(=O)C(Cl)=C(NCc3ccccc3)C2=O)c(C)c1,i,i
O=C(c1ccccc1)c1ccc2nc(N3CCCCC3)c3nncn3c2c1,i,i
CCN1CCN(CCCNC(=O)c2csc3c2CCCCC3)CC1,i,i
O=C(CN1C(=O)NC2(CCCc3ccccc32)C1=O)N1CCN(C(=O)c2ccco2)CC1 (stereo unspecified),i,i
Cc1ccc(NC(=O)c2cc(N3CCOCC3)nc3ccccc23)cc1,i,i
Fc1cc(F)c2nc(Nc3nc4c(F)cccc4s3)sc2c1,i,i
COc1cc2cc(C(=O)N3CCOCC3)cc(-c3ccc(C)cc3)c2cc1OC,i,i
COc1ncnc2c1oc1nc(CC(C)C)c3c(c12)CC(C)(C)OC3,i,i
C/C(=N\NC(=O)CC1N=C(Cc2ccccc2)NNC1=O)c1ccccc1 (stereo unspecified),i,i
CCOC(=O)CSc1nc2ccc(N)cc2s1,i,i
O=S(=O)(c1ccccc1)c1nc(-c2ccccc2)oc1N1CCCCC1,i,i
CCN1CCN(c2oc(COc3ccc(-c4ccccc4)cc3)nc2C#N)CC1,i,i
COc1ccc(CN2CCN(c3ncnc4scc(-c5ccc(F)cc5)c34)CC2)cc1,i,i
CCOc1ccccc1CNC(=O)CCCc1cn(C)c2ccccc12,i,i
CCCc1cc(=O)n2nc(N3CCC(C(=O)NCc4ccc(C)o4)CC3)sc2n1,i,i
O=C(CSc1nncn1-c1ccccc1)Nc1ccc(N2CCOCC2)cc1,i,i
Cc1ccc(N=Nc2c(C)[nH]n(C(N)=S)c2=O)cc1,i,i
COC(=O)C1=C(C)N(C)C(=S)N(C)C1c1ccc(OC)cc1 (stereo unspecified),i,i
CC1(C)CC(NC2C3CC4CC(C3)CC2C4)CC(C)(C)N1 (stereo unspecified),i,i
c1ccc(-c2nc(-c3ccncc3)no2)cc1,i,i
CC(=O)N/C(=C\c1ccc(F)cc1)C(=O)OCc1ccccc1,i,i

# Going on with the list:
SMILES,CHT block,CHT PAM
CCc1nnc(NC(=O)CSc2nnnn2-c2cccc(C(C)=O)c2)s1,i,i
O=C(Nc1ccccc1)C1CC2CCCC(C1)C2=O (stereo unspecified),i,i
CC(=O)c1ccc(N2CC(C)(C)C2=O)cc1,i,i
O=C(O)c1cc(S(=O)(=O)NCC2CCCO2)ccc1Cl (stereo unspecified),i,i
CC1CCc2sc(C(=O)Nc3ccc(N4CCOCC4)cc3)cc2C1 (stereo unspecified),i,i
CCCCCNC(=O)C(C)NS(=O)(=O)c1ccc(OC)cc1 (stereo unspecified),i,i
Cc1ccc2cc(C#N)c(N3CCN(C)CC3)nc2c1,i,i
COc1cccc(C2C(C#N)=C(N)N(N(C)C)C3=C2C(=O)CCC3)c1OC (stereo unspecified),i,i
C=CCNC(=O)/C=C/c1cccs1,i,i
CCC/C(O)=C1\C(=O)CC(C)(C)CC1=Nc1ccccc1O,i,i
CCOC(=O)C1=C(C)N(CC(C)C)C(=O)/C1=C\c1ccc(OCC(=O)Nc2ccccc2)cc1,i,i
COc1cccc(CC(=O)OC(C)C(=O)Nc2ccc(Cl)cn2)c1 (stereo unspecified),i,i
COc1ccccc1N1CCN(C2CCCN(C(=O)CCn3cncn3)C2)CC1 (stereo unspecified),i,i
COCCCC1CCN(C(=O)C2CCC(=O)N(CC3CCCCC3)C2)CC1 (stereo unspecified),i,i
O=S(=O)(c1cccc2nonc12)N1CCN(c2cccc(Cl)c2)CC1,i,i
COc1ccc(/C=C\C(=O)Oc2cccc(/C=N/NC(=O)Cc3ccc(OC)c(OC)c3)c2)cc1,i,i
COc1ccc(-c2noc(CSc3ccccc3)n2)cc1OC,i,i
COC(=O)c1ccccc1S(=O)(=O)NCc1nc2nc(C)cc(C)n2n1,i,i
CN(Cc1nc(-c2ccc(Cl)cc2)no1)C(=O)CCN1C(=O)[C@H]2CC=CC[C@H]2C1=O,i,i
O=C1C(Cl)=C(N2CCCC2)C(=O)N1c1ccc(F)cc1,i,i
Cc1cc(=O)[nH]c(-n2nc(C)c(Oc3ccccc3O)c2C)n1,i,i
O=C1CN=CN=CN1c1ccc(Cl)cc1Cl,i,i
Cc1ccc(C2CC(=O)c3cnc(N4CCN(c5ccccc5)CC4)nc3C2)cc1 (stereo unspecified),i,i
Cc1ccc(SCc2[nH]nc3c2C(c2cccnc2)C(C#N)=C(N)O3)cc1 (stereo unspecified),i,i
CCc1noc(C)c1C(=O)OCC(=O)NC(=O)c1ccccc1,i,i
CC1(C)CCN2CCC(C)(C)c3c(O)ccc1c32,i,i
COCCNC(=O)c1ccc(C(=O)NCCOC)s1,i,i
CC(C)(CNC(=O)c1cc(=O)[nH]c2ccccc12)N1CCOCC1,i,i
Cc1c2cnn(CC(=O)NCCN3CCOCC3)c(=O)c2c(C)n1Cc1ccccc1,i,i
Cc1cc(C(=O)Nc2ccccc2Cl)c2ccccc2n1,i,i
CCn1cc(CN2CCN(CC(C)(C)C)C(CCO)C2)c2ccccc21 (stereo unspecified),i,i
CCCCOC(=O)Nc1nnc(COc2ccccc2)s1,i,i
CCOC(=O)c1c(-c2ccc(OC)cc2)csc1NC(=O)C1CCCO1 (stereo unspecified),i,i
Cc1ccc(Sc2ccc(/C=C3/C(=O)NN(c4ccccc4)C3=O)o2)cc1,i,i
C[C@H](NC(=O)c1nc[nH]c1C(=O)N[C@H](C)c1ccccc1)C(=O)OC(C)(C)C,i,i
CC(=O)Nc1cccc(NC(=S)Nc2cccc(Cl)c2C)c1,i,i
COCCn1c(C)cc(C(=O)COC(=O)c2ccc3c(c2)NC(=O)CS3)c1C,i,i
CCOC(=O)C1CCCN(C(=O)c2cn(C)c3ccc(S(=O)(=O)N(C)C)cc3c2=O)C1 (stereo unspecified),i,i
O=[N+]([O-])c1ccc(-c2cn(-c3ccc(Cl)cc3)c(=S)[nH]2)cc1,i,i
CCC1=NN(C(=O)Cc2ccc([N+](=O)[O-])cc2)C(O)(c2ccncc2)C1 (stereo unspecified),i,i
CCCCN(C(=O)CSc1nncn1-c1ccccc1)c1c(N)n(Cc2ccccc2)c(=O)[nH]c1=O,i,i
CCN(CC)c1nc(SCC(=O)O)nc(N(CC)CC)n1,i,i
CN(C/C=C/c1ccccc1)Cc1cccc2ccccc12,i,i
CCn1cc(/C=C(\NC(=O)c2ccccc2OC)C(=O)NCCCN2CCOCC2)c2ccccc21,i,i
c1n[nH]c(SCCCCSc2ncn[nH]2)n1,i,i
CN(Cc1nc(-c2ccncc2)no1)S(=O)(=O)c1ccccc1,i,i
O=C(CCc1ccncc1)N1CCCC(Nc2ccc(F)c(F)c2)C1 (stereo unspecified),i,i
Cc1cccc(N(C(=O)CCC(=O)Nc2nccs2)C(C(=O)NC(C)(C)C)c2ccc(O)cc2)c1 (stereo unspecified),i,i
COc1ccc(-c2cnn3c(N)c(S(=O)(=O)c4ccccc4)cnc23)cc1,i,i
COc1ccc(CN(C(=O)c2ccco2)c2ccc(Br)cc2)cc1OC,i,i

# Next structures
SMILES,CHT block,CHT PAM
O=C(CSc1ccc(-c2ccccn2)nn1)N1CCCCC1,i,i
O=C(Oc1cccnc1)c1ccc(Cl)c(Cl)c1,i,i
O=C1OCc2ccc(NC(=O)c3ccccc3C(=O)O)cc21,i,i
CCn1c(CNC(=O)c2cccs2)n[nH]c1=S,i,i
O=C(N/N=C/c1ccc(Br)o1)c1cncc(Br)c1,i,i
C/C(=N\N=C1\NC(=O)C(CC(=O)Nc2ccc(C)c(Cl)c2)S1)C(C)C (stereo unspecified),i,i

# Structures listed so far that contain fluorine, in the order listed:
SMILES,CHT block,CHT PAM
CC(=O)N1CCC2(CC1)C(C#N)=C(N)Oc1n[nH]c(C(F)(F)F)c12,i,i
CN(C)S(=O)(=O)N(CC(=O)Nc1ccccc1F)c1ccccc1,i,i
CN(C)CCCN(C(=O)c1ccc(S(=O)(=O)N(C)C2CCCCC2)cc1)c1nc2ccc(F)cc2s1,i,i
O=C(N/N=C/C(Cl)=C/c1ccccc1)c1ccccc1F,i,i
Cc1ccc(NC(=S)Nc2cccc3ccccc23)cc1F,i,i
O=C(c1cccc(C(F)(F)F)c1)N1CCOc2ccccc21,i,i
COc1cc(CN2CCCC(C(=O)Nc3cccc(-n4cccn4)c3)C2)ccc1F (stereo unspecified),i,i
O=C(O)CCC(=O)N1CCN(c2ncccc2C(F)(F)F)CC1,i,i
Cc1ccc(C(=O)Nc2cccc(C(=O)N/N=C/c3ccccc3F)c2)cc1,i,i
Fc1cc(F)c2nc(Nc3nc4c(F)cccc4s3)sc2c1,i,i
COc1ccc(CN2CCN(c3ncnc4scc(-c5ccc(F)cc5)c34)CC2)cc1,i,i
CC(=O)N/C(=C\c1ccc(F)cc1)C(=O)OCc1ccccc1,i,i
O=C1C(Cl)=C(N2CCCC2)C(=O)N1c1ccc(F)cc1,i,i
O=C(CCc1ccncc1)N1CCCC(Nc2ccc(F)c(F)c2)C1 (stereo unspecified),i,i
